Bioassay records as filed in PubChem.
CRFBP-R2 block = CRF-BP/CRF-R2 complex antagonism. HEK293 CRF-R2/CRF-BP, CRF-induced calcium fluorescence. inhibition, % at 11.8 µM. actives 0.59% (n = 350,000);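 active = inhibition of the ligand-induced calcium signal above about 50% at the single tested concentration, limit read from the data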
HCV NS3 hel inh = inhibitors of Hepatitis C virus NS3 helicase; AID 1800; NS3 helicase DNA unwinding, Cy5 molecular beacon fluorescence; actives 0.56% (n = 290,000); inhibition, % at 10.9 µM;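 active = inhibition above the mean of all tested compounds plus 3 SD, set per campaign, cut at about 35% in these data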;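 note: 0% = DMSO wells and 100% = thioflavine S control wells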
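Measured by: Cy5 fluorescence, 0 and 60 min reads / Assay system: NS3 helicase fragment of HCV / Control set: low DMSO, high thioflavine S at 110 µM / Times: 1 h reaction at 25 °C, ATP-initiated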
MEKK2 WT-MEK5 = raises or lowers MEK5 binding to wildtype human MEKK2 PB1 domain; bead flow cytometry, Alexa488-MEK5 binding to MEKK2 WT; actives lie on both sides; binding response (% of control), % at 10 µM; AID 1531; actives 1.1% (n = 290,000); Q9Y2U5; in the data active = binding response below about 67% or above about 130%
MEKK3 PB1 HTS = MEKK3-MEK5 PB1 interaction, increase or decrease | actives 1.4% (n = 290,000) | bead-based flow cytometry, Alexa488-MEK5 binding to MEKK3; actives lie on both sides; 0 = blocked by unlabeled MEK5, 100 = vehicle | binding response (% of control), % at 10 µM | Q99759;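 active = binding response more than 3 SD above or below the average of its plate-row segment, actives on both sides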;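 note: Alexa488 bead fluorescence after subtracting the streptavidin-only scavenger bead signal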
Target sequence (Q99759 whole entry, looked up): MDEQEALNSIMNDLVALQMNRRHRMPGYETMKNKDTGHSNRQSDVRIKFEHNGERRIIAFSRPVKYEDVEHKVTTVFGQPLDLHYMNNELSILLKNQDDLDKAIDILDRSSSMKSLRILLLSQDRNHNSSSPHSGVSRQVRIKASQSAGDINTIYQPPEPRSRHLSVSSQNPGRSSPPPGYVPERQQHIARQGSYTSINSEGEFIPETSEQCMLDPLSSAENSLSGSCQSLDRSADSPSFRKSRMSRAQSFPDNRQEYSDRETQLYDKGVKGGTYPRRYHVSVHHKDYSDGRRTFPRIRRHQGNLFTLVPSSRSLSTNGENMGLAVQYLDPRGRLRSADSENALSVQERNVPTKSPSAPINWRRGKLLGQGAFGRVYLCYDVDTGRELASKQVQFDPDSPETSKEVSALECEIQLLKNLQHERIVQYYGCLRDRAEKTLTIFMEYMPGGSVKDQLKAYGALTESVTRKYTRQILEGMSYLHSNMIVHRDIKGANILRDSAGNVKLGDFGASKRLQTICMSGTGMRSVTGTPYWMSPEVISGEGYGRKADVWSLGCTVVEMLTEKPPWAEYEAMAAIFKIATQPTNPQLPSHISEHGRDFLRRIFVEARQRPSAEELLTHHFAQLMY
DNA FID counter = displaces DNA intercalator in HCV helicase counter-screen; DNA fluorescent intercalator displacement, fluorescence; inhibition, % at 7.9 µM; actives 0.17% (n = 290,000); AID 1845; in the data active = inhibition above about 37%;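 note: 0% = vehicle and 100% = reference compound; higher means more ethidium bromide displaced from hairpin DNA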
UBC9 SUMO inh = inhibitors of human SUMOylation (UBC9) | P63279 | actives 0.36% (n = 290,000) | inhibition, % at 35 µM | HTRF SUMOylation assay, SAE1/SAE2 + UBC9, in vitro; in the data active = inhibition above about 50%, passing the limit was not always enough; note: strong numbers were not always called active
Target sequence (P63279 whole entry, looked up): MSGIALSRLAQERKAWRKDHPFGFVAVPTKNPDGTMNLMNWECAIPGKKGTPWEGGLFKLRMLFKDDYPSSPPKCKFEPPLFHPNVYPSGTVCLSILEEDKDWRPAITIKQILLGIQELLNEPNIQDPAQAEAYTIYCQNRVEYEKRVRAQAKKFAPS
CRFR2-BP ag = CRF-BP/CRF-R2 complex agonism; activation, % at 13.2 µM; HEK293 CRF-R2/CRF-BP, calcium dye fluorescence (FLIPR); percent of saturating CRF peptide response; actives 0.46% (n = 350,000);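 active = activation of at least 50%, plus an integration ratio under a set limit after plate pattern correction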;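 note: plate controls were neutral control wells without compound for no effect and CRF at EC100 for full effect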
GalR3 antagonist = blocks the human galanin receptor 3 | AID 651719 | inhibition, % at 3 µM | actives 0.44% (n = 360,000) | HEK293 GalR3-CNG cAMP membrane potential fluorescence; galR3 body fused to GalR1 C-terminus | O60755;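 active = inhibition above the screen-wide average plus 3 SD, cut at about 13% in these data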;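 note: forskolin and galanin both at EC90 stimulate the cells; cAMP rise reported by CNG channel membrane potential dye signal; 0% = forskolin plus galanin with DMSO and 100% = forskolin alone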
Target sequence (O60755 1-299 limits assumed): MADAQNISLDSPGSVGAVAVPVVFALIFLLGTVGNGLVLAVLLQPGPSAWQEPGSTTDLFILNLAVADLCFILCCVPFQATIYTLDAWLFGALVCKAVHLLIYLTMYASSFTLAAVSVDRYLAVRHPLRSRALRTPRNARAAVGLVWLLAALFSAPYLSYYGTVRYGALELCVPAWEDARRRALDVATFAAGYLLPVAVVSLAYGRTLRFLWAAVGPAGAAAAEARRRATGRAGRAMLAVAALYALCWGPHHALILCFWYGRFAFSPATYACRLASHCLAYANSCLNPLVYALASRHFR
MEKK2 mut-MEK5 = signal of MEK5 binding to mutant human MEKK2 PB1 domain. bead flow cytometry, Alexa488-MEK5 binding to MEKK2 mutant. percent response, % at 10 µM. actives 0.35% (n = 290,000); in the data active = percent response above about 24%, passing the limit was not always enough; note: inactives centre near 1; some results filed as inactive read as strong as hits
Active calls of the source: *; . = not tested or not shown; [ ] = another dose, or the depositor's remark. Some of the compounds tested; count on the stated rates, not on these rows.

SMILES	CRFBP-R2 block	HCV NS3 hel inh	MEKK2 WT-MEK5	MEKK3 PB1 HTS	DNA FID counter	UBC9 SUMO inh	CRFR2-BP ag	GalR3 antagonist	MEKK2 mut-MEK5
C=C(C)C1CC=C(C)/C(=N/NC(=O)COc2ccc(Cl)cc2)C1 (stereo unspecified)	-77.1	-5.8	104.0	100.0	-1.3	5.3	-0.9	-7.3	0.0
CC1(C)CC(=O)NC=C(c2ccccc2)C1	6.0	-4.8	105.0	104.0	0.8	22.8	-2.0	-4.5	8.0
O=C(O)COc1ccccc1-c1nc(-c2ccccc2)c(-c2ccccc2)[nH]1	8.3	-27.0	95.0	90.0	-45.2	9.2	-0.7	-8.8	-1.0
CCC(CC)C(=O)c1c[nH]c(C(=O)NCc2ccccc2OC)c1	-10.0	-13.9	103.0	105.0	-31.2	-22.1	-7.3	-11.4	8.0
O=C(NCCc1ccc(F)cc1)c1n[nH]c2ccccc12	-1.7	-4.4	94.0	96.0	-2.1	11.1	0.4	-0.5	-7.0
COc1ccc(-c2cc(C(=O)OCC(=O)c3cccc([N+](=O)[O-])c3)c3cc(C)ccc3n2)cc1	-51.2	-6.7	98.0	107.0	0.3	25.6	1.6	2.6	0.0
O=C(/C=C/N1CCN(Cc2ccccc2)CC1)C(F)(F)F	-3.9	-5.9	69.0	62.0*[inhibitor]	-1.1	10.8	-0.8	-3.6	-15.0
Cc1nc(N2CCc3ccccc3C2)[nH]c(=O)c1Cc1ccccc1	-55.6	11.5	99.0	104.0	1.2	-11.1	-5.6	0.7	-7.0
C=CCn1c(C(C)(C)C)nc2ccccc21	-14.2	-3.9	98.0	101.0	0.8	7.4	0.1	-6.8	-1.0
COc1ccc2oc(C(=O)NCc3cc(OC)c(OC)cc3OC)c(C)c2c1	6.8	-8.5	102.0	103.0	-48.0	5.1	-0.2	0.9	5.0
C=CCn1cc(C(=O)NCCCOC)c(=O)c2cc(S(=O)(=O)N(CC)CC)ccc21	2.7	-2.0	77.0	84.0	-24.0	23.7	1.2	-3.5	-9.0
Cc1cc(NC(=O)CN2C(=O)c3ccccc3C2=O)no1	4.8	1.4	102.0	108.0	-0.8	11.0	0.0	-3.1	13.0
Cc1ccccc1N(C(=O)c1ccccn1)C(C(=O)NCc1ccccc1)c1cccnc1 (stereo unspecified)	9.1	0.0	103.0	102.0	-34.0	2.7	-0.2	-7.8	2.0
Cc1cccc(C)c1NC(=O)N1CCC(C(=O)c2ccc(F)cc2)CC1	-5.6	-0.4	101.0	101.0	-16.3	4.9	-0.9	0.9	-3.0
CC1=NN(c2ccccc2)C(=O)/C1=C/c1c(O)n(-c2ccc(F)c(Cl)c2)[nH]c1=O	48.4	-2.4	116.0	103.0	40.6*	24.0	-1.3	.	14.0

The last four records of the part above are carried over, then new ones follow:
SMILES	CRFBP-R2 block	HCV NS3 hel inh	MEKK2 WT-MEK5	MEKK3 PB1 HTS	DNA FID counter	UBC9 SUMO inh	CRFR2-BP ag	GalR3 antagonist	MEKK2 mut-MEK5
Cc1cc(NC(=O)CN2C(=O)c3ccccc3C2=O)no1	4.8	1.4	102.0	108.0	-0.8	11.0	0.0	-3.1	13.0
Cc1ccccc1N(C(=O)c1ccccn1)C(C(=O)NCc1ccccc1)c1cccnc1 (stereo unspecified)	9.1	0.0	103.0	102.0	-34.0	2.7	-0.2	-7.8	2.0
Cc1cccc(C)c1NC(=O)N1CCC(C(=O)c2ccc(F)cc2)CC1	-5.6	-0.4	101.0	101.0	-16.3	4.9	-0.9	0.9	-3.0
CC1=NN(c2ccccc2)C(=O)/C1=C/c1c(O)n(-c2ccc(F)c(Cl)c2)[nH]c1=O	48.4	-2.4	116.0	103.0	40.6*	24.0	-1.3	.	14.0
CCCCNC(=O)C1CCN(S(=O)(=O)N2CCOCC2)CC1	22.6	7.9	101.0	99.0	-2.5	2.6	0.3	-4.4	2.0
O=C(CSc1nc2ccccc2s1)NNC(=S)Nc1ccccc1	15.7	14.3	99.0	113.0	-11.5	-45.3	-0.7	-4.3	0.0
CCc1nnc(NC(=O)CSc2nnc(-c3ccco3)n2CC)s1	7.4	-2.5	92.0	92.0	-19.5	4.9	4.0	-7.0	-6.0
COc1ccc(OC)c(CN2CCCCCC2)c1	-0.9	-1.5	130.0	106.0	8.0	13.9	-0.3	-1.1	20.0
COc1ccccc1N1CCN(CC(O)COc2ccc3c(c2)CCC3)CC1 (stereo unspecified)	-9.2	-19.1	112.0	108.0	7.5	10.0	1.0	-3.6	10.0
O=C(Nc1ccnc(-c2ccncc2)n1)c1ccc(Cl)cc1	-8.1	-3.4	90.0	88.0	-5.3	13.5	-1.9	4.8	-7.0
O=C(O)Cn1c(O)c(C2=c3ccccc3=NC2=O)sc1=O	2.5	-1.8	98.0	96.0	-1.1	2.7	-0.4	-8.6	0.0
Nc1nonc1C(=O)NCCNS(=O)(=O)c1ccc(Br)cc1	-9.1	-4.5	100.0	97.0	3.9	-11.3	-2.4	-2.2	1.0
O=S(=O)(c1cccc(F)c1)N1CCc2sccc2C1c1ccc(OC(F)(F)F)cc1 (stereo unspecified)	-14.7	11.1	99.0	94.0	-2.3	-7.1	7.6	-6.9	-5.0
CCc1ccc(N2CC(C(=O)NC3=NCCS3)CC2=O)cc1 (stereo unspecified)	11.6	-3.4	101.0	96.0	-8.4	3.3	-1.7	-6.0	1.0
COc1cccc(-c2nnc(-c3ccc(C(F)(F)F)cc3)o2)c1OC	-9.6	-6.4	97.0	110.0	-12.2	1.6	2.7	-2.5	1.0
O=C(Cc1ccc(Cl)c(Cl)c1)Nc1cccc2ncccc12	-7.5	14.4	101.0	105.0	-5.7	25.4	1.4	-4.0	-2.0
CCC(=O)Nc1c(C)nn(-c2ccc(C)c(C)c2)c1C	-2.4	0.3	103.0	106.0	-1.7	4.9	0.4	11.5	0.0
O=C(NCCc1ccccc1)c1ccncc1	.	0.3	105.0	102.0	2.9	8.1	.	.	2.0
CCOc1ccc(-c2ccc(/C=C3/C(=N)N4C=CSC4=NC3=O)o2)c([N+](=O)[O-])c1	15.1	9.9	90.0	119.0	-14.0	29.3	1.4	-0.8	-1.0
COc1cccc(CC(NC(C)=O)C(=O)NC2CCN(C(=O)c3ccc(Cl)cc3)CC2)c1 (stereo unspecified)	11.5	-8.0	101.0	103.0	-30.7	-3.5	0.0	-7.8	1.0
Cn1cnnc1SCC(=O)NC(=O)NC1CCCC1	18.0	3.5	104.0	103.0	-1.2	9.4	-1.4	0.8	2.0
C=CCn1c(N)c(C(=O)OC(C)CC)c2nc3ccccc3nc21 (stereo unspecified)	5.0	-2.8	99.0	103.0	-21.1	38.6	-1.1	-10.3	1.0
Cc1cccc(C)c1NC(=S)N/N=C/c1ccc(OCCC(C)C)cc1	4.6	9.1	88.0	108.0	-7.0	3.2	1.1	-3.3	-4.0
COc1ccc(COC(=O)c2ccc3c(=O)n4c(nc3c2)CCC4)cc1F	.	-8.1	99.0	100.0	-9.5	15.9	.	-3.8	-5.0
CC(Sc1nnc(Cn2c(=O)sc3ccccc32)n1C)c1ccccc1 (stereo unspecified)	0.7	0.6	82.0	82.0	-15.8	8.7	0.5	5.8	-7.0
Cc1ccc(NC(=O)CCS(=O)(=O)c2ccc3nc(C)sc3c2)cc1	-12.0	5.3	96.0	97.0	-14.5	-0.9	-3.5	1.1	-1.0
COC(=O)C1(CCSC)NC(c2ccco2)C2C(=O)N(C)C(=O)C21 (stereo unspecified)	-14.4	4.7	1.0*[inhibitor]	2.0*[inhibitor]	0.0	10.8	3.1	-3.0	-16.0
CCc1nc(NCCN2CCOCC2)c2oc3ccccc3c2n1	-2.9	11.2	102.0	92.0	6.4	29.1	-1.8	4.8	-7.0
CN(C(=O)c1cccs1)C1(C)CCS(=O)(=O)C1 (stereo unspecified)	-0.2	4.0	101.0	99.0	-0.9	-2.0	-0.4	-0.4	4.0
COc1ccc(NC(=O)NCCCN2CCC(Cc3ccccc3)CC2)cc1	-2.6	-23.5	96.0	90.0	16.0	-13.2	-1.8	-4.8	-6.0
CCOC(=O)CNc1cccc(C(F)(F)F)c1	-16.3	1.6	104.0	104.0	-2.9	-4.3	-1.3	-6.8	4.0
Cc1nc(NCC2CCCO2)nc2c1C(=O)CC(C)C2 (stereo unspecified)	-2.3	5.3	113.0	113.0	-7.4	7.1	2.2	-1.9	19.0
Cc1onc(-c2ccccc2)c1C(=O)N/N=C/c1cc2c(cc1Cl)OCO2	-32.5	3.8	104.0	100.0	-29.1	17.3	-3.3	-6.8	0.0
COc1ccccc1OCc1ccc(C(=O)N(C)c2ccccc2)o1	14.0	-10.0	97.0	99.0	-29.5	4.2	0.0	-8.1	4.0

4 structures already listed, ordered by length of the SMILES, lowest first.
SMILES	CRFBP-R2 block	HCV NS3 hel inh	MEKK2 WT-MEK5	MEKK3 PB1 HTS	DNA FID counter	UBC9 SUMO inh	CRFR2-BP ag	GalR3 antagonist	MEKK2 mut-MEK5
Cn1cnnc1SCC(=O)NC(=O)NC1CCCC1	18.0	3.5	104.0	103.0	-1.2	9.4	-1.4	0.8	2.0
CCc1nc(NCCN2CCOCC2)c2oc3ccccc3c2n1	-2.9	11.2	102.0	92.0	6.4	29.1	-1.8	4.8	-7.0
Cc1cccc(C)c1NC(=S)N/N=C/c1ccc(OCCC(C)C)cc1	4.6	9.1	88.0	108.0	-7.0	3.2	1.1	-3.3	-4.0
COc1ccc(COC(=O)c2ccc3c(=O)n4c(nc3c2)CCC4)cc1F	.	-8.1	99.0	100.0	-9.5	15.9	.	-3.8	-5.0

The list goes on.
SMILES	CRFBP-R2 block	HCV NS3 hel inh	MEKK2 WT-MEK5	MEKK3 PB1 HTS	DNA FID counter	UBC9 SUMO inh	CRFR2-BP ag	GalR3 antagonist	MEKK2 mut-MEK5
CCC(C)c1ccccc1NC(=O)CN(C)CCOc1ccc(Cl)cc1 (stereo unspecified)	-16.0	-18.7	114.0	109.0	-19.0	-12.6	-2.4	-11.2	21.0
COc1cc(Br)c(C2CC(=O)Nc3cc(OC)c(OC)cc32)cc1OC (stereo unspecified)	7.5	-7.2	106.0	103.0	-25.7	12.4	2.2	-2.3	2.0
CC(=O)c1nn(-c2cccc(Br)c2)cc1C(=O)c1ccc(C)cc1	-15.4	-1.7	94.0	97.0	-2.3	-2.5	0.7	-4.4	-5.0
CCCn1c2c(c(=N)c3c1CCC3)CCC2	3.6	-46.0	119.0	117.0	-0.4	3.2	-0.1	-1.2	17.0
CCOC(=O)C1(CCOc2ccccc2)CCN(Cc2ccc(F)c(OC)c2)CC1	-5.3	-46.6	126.0	109.0	11.4	-11.7	1.4	-15.6	15.0
C=CCNC(=O)c1cc(-c2ccncc2)nc2c(C)cc(C)cc12	-5.4	-2.2	112.0	106.0	-29.1	29.3	-0.4	-3.5	10.0
CCc1ccc(C(CNC(=O)c2ccc3c(=O)n(-c4ccccc4F)c(=S)[nH]c3c2)N(C)C)cc1 (stereo unspecified)	-24.0	-40.8	109.0	108.0	5.9	3.8	-0.7	-7.3	-1.0
O=C1NCCCCC1NS(=O)(=O)c1ccccc1 (stereo unspecified)	-1.5	-4.9	105.0	104.0	-3.5	12.3	0.9	-3.8	7.0
O=C(Cn1c(=O)oc2ccccc21)N1CCOCC1	2.9	-8.6	97.0	102.0	-1.9	6.7	-0.3	-2.0	0.0
O=C(CN1CCN(c2ncccn2)CC1)Nc1ccccc1-n1cccc1	32.5	-5.8	104.0	103.0	-20.3	-3.2	-0.3	-3.5	5.0
COc1ccccc1NS(=O)(=O)c1cccs1	4.6	12.9	108.0	108.0	1.1	9.5	2.5	-10.8	3.0
Clc1ccc(CCNc2nc3ccccc3s2)cc1	-10.6	-15.9	92.0	82.0	-10.4	-1.9	-0.1	-5.1	-5.0
